Bioassay records as filed in PubChem BioAssay.
ZTA counter: counter-screen for EBNA-1 inhibitors: inhibitors of Epstein-Barr virus ZTA; P03206; ZTA-DNA binding, fluorescence polarization; inhibition, % at 11 µM; actives 0.15% (n = 320,000); in the data active = inhibition above about 33%
procasp7 counter: procaspase-7 activators, primary screen, counter-screen for procaspase-3 activator project, biochemical, absorbance, HTS, human. Caspase-7 (Homo sapiens), P55210. recombinant procaspase-7, Ac-DEVD-pNA absorbance 405 nm; D23A/D198A/D206A triple mutant, cannot self-cleave; scale: DMSO 0, 5 µM enzyme 100. activation, % at 8.5 µM. actives 0.093% (n = 330,000);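 active = percent activation above the screen-wide mean plus 3 SD, cut at about 25% in these data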
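Detection: p-Nitroaniline absorbance at 405 nm, read at 0 and 120 min; system: Uncleavable procaspase-7 mutant enzyme; evaluation: % activation from two-timepoint absorbance difference, scaled to controls; times: 1 h enzyme–compound preincubation and 2 h substrate reaction, both 25 °C; buffer or medium: Zinc-free HEPES pH 7.4 with 300 mM NaCl, 0.01% Triton X-100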
MEP2-GFP yeast: modulators of MEP2-GFP levels in yeast, primary screen, S. cerevisiae, multiplex flow cytometry, MLPCN library | actives 0.51% (n = 330,000) | S. cerevisiae MEP2-GFP strain, 3 h; 100% = DMSO control level | AID 2016, 2009 | GFP response vs DMSO, % at 10 µM;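 active = GFP response versus DMSO above a set limit, roughly screen mean plus 3 SD, cut at about 180% in these data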;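 also: median GFP fluorescence of the barcode-gated MEP2-GFP cells per well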
EBNA-1 inhibitor: EBNA-1 DNA-binding inhibitors, primary screen, biochemical, fluorescence polarization; inhibition, % at 14.8 µM; actives 0.34% (n = 300,000); AID 1950, 2009; in the data active = inhibition above about 28%
LAP4-GFP MLPCN: modulators of LAP4-GFP expression in yeast, primary screen, S. cerevisiae, multiplex flow cytometry, MLPCN library; 3 h; median GFP as percent of DMSO wells; GFP response vs DMSO, % at 10 µM; actives 0.34% (n = 320,000); AID 2023, 2009;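 active = GFP response vs DMSO above a set limit, about the screen mean plus 3 SD, cut at about 150% in these data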
RPL19A-GFP yeast: RPL19A-GFP expression modulators in yeast, primary screen, cell-based, S. cerevisiae, multiplex flow cytometry, MLPCN | actives 0.3% (n = 330,000) | percent response vs DMSO, % at 10 µM | S. cerevisiae RPL19A-GFP strain, 3 h; stronger effect = lower value;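 active = percent response vs DMSO below 50%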;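 also: median channel GFP fluorescence of the barcoded RPL19A-GFP strain; ratio of sample median GFP to plate DMSO average so 100% = DMSO; lower means less RPL19A-GFP as with rapamycin TOR inhibition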
AHR act: AHR activators, primary screen, cell-based, luminescence, luciferase reporter, human; AHR-responsive luciferase reporter cells; activation, % at 5 µM; actives 2.5% (n = 320,000); AID 2796, 2010; Aryl hydrocarbon receptor (Homo sapiens), P35869; in the data active = activation above about 47%;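 also: 0% = vehicle wells and 100% = reference agonist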
proCasp3 act: activators of human procaspase-3 D3A mutant, primary screen, biochemical, absorbance, PC-3 D3A mutant, single concentration; recombinant procaspase-3 D3A, Ac-DEVD-pNA absorbance 405 nm; activation, % at 8.5 µM; actives 0.11% (n = 330,000); Caspase-3 (Homo sapiens), P42574; AID 463141, 2010;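 active = activation above the mean of all tested compounds plus 3 SD, cut at about 21% in these data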;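 also: 0% = DMSO alone and 100% = DMSO wells spiked with extra 5 µM PC-3 D3A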
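Technique: 405 nm absorbance of p-nitroaniline, reads at 0 and 120 min; Test system: Procaspase-3 D3A mutant; Incubation: 1 h enzyme-compound preincubation, then 2 h substrate reaction, 25 °C; Repeats: singlicate, each compound tested once; Benchmarks: low control DMSO wells, high control DMSO plus 5 µM PC-3 D3A.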
* hit, by the source's call.

`Cc1ccc(C2C(C(=O)c3cc4ccccc4o3)=C(O)C(=O)N2CCN2CCOCC2)o1` (stereo not given) gave ZTA counter 3.7, procasp7 counter -51.8, MEP2-GFP yeast 103.3, EBNA-1 inhibitor -2.1, LAP4-GFP MLPCN 103.2, RPL19A-GFP yeast 96.5, AHR act 12.6 and proCasp3 act -30.5.
CCOC(=O)C(C)n1cnc2c(nnn2-c2ccc(C)cc2)c1=O (stereo not given) was read as ZTA counter 13.5, procasp7 counter 1.9, MEP2-GFP yeast 104.8, EBNA-1 inhibitor 8.1, LAP4-GFP MLPCN 106.1, RPL19A-GFP yeast 105.0, AHR act 0.7 and proCasp3 act 10.1.
`O=C(COC(=O)Cc1ccsc1)Nc1ccc(Br)cc1` gave ZTA counter -6.0, procasp7 counter 0.4, MEP2-GFP yeast 91.6, LAP4-GFP MLPCN 96.0, RPL19A-GFP yeast 95.7, AHR act 5.1 and proCasp3 act -0.5.
`CCOc1ccc(N(C)S(=O)(=O)c2cc(-c3cc(C)no3)ccc2C)cc1` gave ZTA counter -19.2, procasp7 counter 3.5, MEP2-GFP yeast 90.9, EBNA-1 inhibitor -2.1, LAP4-GFP MLPCN 110.5, RPL19A-GFP yeast 95.8, AHR act 1.0 and proCasp3 act 6.3.
COc1ccc(S(=O)(=O)N(C(=O)c2ccco2)c2cc3sc(=O)oc3c3ccccc23)cc1 was read as ZTA counter 0.3, procasp7 counter -27.3, MEP2-GFP yeast 92.7, EBNA-1 inhibitor 14.5, LAP4-GFP MLPCN 75.2, RPL19A-GFP yeast 102.4, AHR act 28.6 and proCasp3 act -30.1.
Screening COc1ccc(/C=N/NC(=O)C(Cc2c[nH]c3ccccc23)NC(=O)OCC(C)C)cc1[N+](=O)[O-] (stereo not given) returned ZTA counter -17.3, procasp7 counter 3.5, MEP2-GFP yeast 97.8, EBNA-1 inhibitor -18.4, LAP4-GFP MLPCN 95.4, RPL19A-GFP yeast 94.1, AHR act 0.6 and proCasp3 act -1.8.
Screening CC(C)n1c(N2CCN(C(=O)Nc3ccc(Cl)cc3)CC2)nc2ccccc21 returned ZTA counter 6.3, procasp7 counter 5.0, MEP2-GFP yeast 112.8, EBNA-1 inhibitor -14.2, LAP4-GFP MLPCN 103.8, RPL19A-GFP yeast 102.6, AHR act -4.2 and proCasp3 act 1.9.
`CC1(c2ccccc2)CC(C)(C)N(C(=O)c2cc([N+](=O)[O-])cc([N+](=O)[O-])c2)c2ccccc21` (stereo not given) gave ZTA counter -4.8, procasp7 counter 6.6, MEP2-GFP yeast 93.7, EBNA-1 inhibitor 1.3, LAP4-GFP MLPCN 87.5, RPL19A-GFP yeast 96.3, AHR act 6.8 and proCasp3 act 0.3.
`Nc1nc(-c2ccc(Cl)cc2)cn1N` gave ZTA counter 5.2, procasp7 counter -1.0, MEP2-GFP yeast 103.7, EBNA-1 inhibitor -7.0, LAP4-GFP MLPCN 99.8, RPL19A-GFP yeast 100.2, AHR act 18.5 and proCasp3 act 7.6.
Fc1ccccc1N=C1NN=C(c2ccccc2)CS1 was read as ZTA counter -0.3, procasp7 counter -3.9, MEP2-GFP yeast 103.5, EBNA-1 inhibitor -15.7, LAP4-GFP MLPCN 109.0, RPL19A-GFP yeast 112.4, AHR act 46.8 and proCasp3 act -8.8.
For COC(=O)c1[nH]c2ccccc2c1NC(=O)CNC1CCCCC1 the results were ZTA counter -17.9, procasp7 counter 1.6, MEP2-GFP yeast 98.8, EBNA-1 inhibitor -0.2, LAP4-GFP MLPCN 91.6, RPL19A-GFP yeast 96.0, AHR act 9.1 and proCasp3 act -1.4.
COc1cc(OC)cc(C(=O)N2CCN(C(=O)Cc3ccccc3)CC2)c1 was read as ZTA counter -0.5, procasp7 counter 7.4, MEP2-GFP yeast 84.8, EBNA-1 inhibitor -6.8, LAP4-GFP MLPCN 92.0, RPL19A-GFP yeast 90.7, AHR act -2.5 and proCasp3 act -2.8.
`COC(=O)c1ccccc1NC(=O)C12CC3CC(C1)CC(n1cnc(Cl)n1)(C3)C2` gave ZTA counter 7.0, procasp7 counter -0.7, MEP2-GFP yeast 90.0, EBNA-1 inhibitor 7.2, LAP4-GFP MLPCN 110.8, RPL19A-GFP yeast 94.7, AHR act 9.7 and proCasp3 act -0.6.
`Nc1nnc(COc2ccc(Br)cc2Br)s1` gave ZTA counter 6.0, procasp7 counter 12.6, MEP2-GFP yeast 95.2, EBNA-1 inhibitor 0.7, LAP4-GFP MLPCN 97.2, RPL19A-GFP yeast 94.8, AHR act 5.1 and proCasp3 act 1.2.
Screening COc1cccc(-c2cc(C(=O)NCC3CCCO3)c3ccccc3n2)c1 (stereo not given) returned ZTA counter 1.9, procasp7 counter -4.3, MEP2-GFP yeast 99.6, EBNA-1 inhibitor 11.6, LAP4-GFP MLPCN 95.8, RPL19A-GFP yeast 107.2, AHR act 15.2 and proCasp3 act -4.6.
Cc1ccc(C(C(=O)NCC2CCCO2)N(C(=O)c2snc(C(N)=O)c2N)c2ccc(F)cc2)o1 (stereo not given) was read as ZTA counter -1.1, procasp7 counter 6.9, MEP2-GFP yeast 140.5, EBNA-1 inhibitor 1.7, LAP4-GFP MLPCN 89.5, RPL19A-GFP yeast 79.0, AHR act 7.2 and proCasp3 act 7.4.
For c1ccc2c(c1)C(=Nn1cnnc1)c1ccccc1-2 the results were ZTA counter 4.7, procasp7 counter -5.4, MEP2-GFP yeast 92.1, EBNA-1 inhibitor -3.8, LAP4-GFP MLPCN 86.9, RPL19A-GFP yeast 88.8, AHR act -1.5 and proCasp3 act 9.9.
Cc1cccc(Nc2nnc(SCC(=O)c3c(N)n(C4CC4)c(=O)[nH]c3=O)s2)c1C was read as ZTA counter -17.4, procasp7 counter -6.2, MEP2-GFP yeast 94.1, LAP4-GFP MLPCN 91.6, RPL19A-GFP yeast 91.7, AHR act 6.4 and proCasp3 act -3.7.
For Cc1cccc(NC(=O)c2nc[nH]c2C(=O)NCC(=O)OC(C)(C)C)c1 the results were ZTA counter -11.9, procasp7 counter 8.0, MEP2-GFP yeast 97.9, EBNA-1 inhibitor 7.6, LAP4-GFP MLPCN 168.4*, RPL19A-GFP yeast 97.1, AHR act 16.6 and proCasp3 act 7.0.
Screening CC(OC(=O)CNS(=O)(=O)/C=C/c1ccccc1)C(=O)Nc1ccc(S(=O)(=O)N2CCCC2)cc1 (stereo not given) returned ZTA counter 4.2, procasp7 counter 4.1, MEP2-GFP yeast 95.7, EBNA-1 inhibitor 13.0, LAP4-GFP MLPCN 89.8, RPL19A-GFP yeast 98.6, AHR act 3.1 and proCasp3 act -9.5.
`O=C(NNC(=O)c1cc(-c2ccncc2)nc2ccccc12)c1ccccc1O` gave ZTA counter -15.2, procasp7 counter 4.5, MEP2-GFP yeast 96.9, EBNA-1 inhibitor -7.9, LAP4-GFP MLPCN 96.2, RPL19A-GFP yeast 92.6, AHR act 14.0 and proCasp3 act 12.6.
Screening O=C(O)c1cccnc1SCc1cn2cc(Cl)ccc2n1 returned ZTA counter -0.6, procasp7 counter 2.9, MEP2-GFP yeast 104.7, EBNA-1 inhibitor -1.3, LAP4-GFP MLPCN 99.2, RPL19A-GFP yeast 100.8, AHR act 1.0 and proCasp3 act 5.7.
For CC1CC(OC(=O)c2ccccc2C(=O)c2ccc(Cl)cc2)C(=O)O1 (stereo not given) the results were procasp7 counter 3.2, MEP2-GFP yeast 104.9, LAP4-GFP MLPCN 103.4, RPL19A-GFP yeast 99.7, AHR act 0.7 and proCasp3 act -2.9.
Screening CCN1CCN(c2oc(-c3ccc([N+](=O)[O-])cc3)nc2C#N)CC1 returned ZTA counter 3.6, procasp7 counter -3.0, MEP2-GFP yeast 89.1, EBNA-1 inhibitor 1.2, LAP4-GFP MLPCN 92.0, RPL19A-GFP yeast 94.1, AHR act 6.3 and proCasp3 act -2.3.
Screening O=C(NC(Cc1ccccc1)C(=O)N1CCN(S(=O)(=O)c2ccccc2F)CC1)c1ccccc1 (stereo not given) returned ZTA counter -13.8, procasp7 counter 20.5, MEP2-GFP yeast 96.3, LAP4-GFP MLPCN 97.0, RPL19A-GFP yeast 102.0, AHR act -0.7 and proCasp3 act 5.3.
Screening Brc1ccc(-c2csc3[n+]2CCCCC3)cc1 returned ZTA counter -8.6, procasp7 counter -18.1, MEP2-GFP yeast 97.7, EBNA-1 inhibitor 11.4, LAP4-GFP MLPCN 125.9, RPL19A-GFP yeast 93.5, AHR act 0.8 and proCasp3 act -21.3.
Screening CCOC(=O)C(NC(=O)Nc1ccc(Cl)cn1)(Oc1ccccc1)C(F)(F)F (stereo not given) returned ZTA counter -8.2, procasp7 counter 1.7, MEP2-GFP yeast 104.0, EBNA-1 inhibitor -2.3, LAP4-GFP MLPCN 93.3, RPL19A-GFP yeast 104.0, AHR act 1.7 and proCasp3 act 2.7.
For CCCC/C(C)=N/NC(=O)Nc1ccccc1 the results were ZTA counter 7.8, procasp7 counter 10.4, MEP2-GFP yeast 104.7, EBNA-1 inhibitor 6.3, LAP4-GFP MLPCN 102.7, RPL19A-GFP yeast 97.9, AHR act 18.7 and proCasp3 act 0.2.
`CN1CCN(c2ccc([N+](=O)[O-])c(Sc3nc4ccccc4[nH]3)c2)CC1` gave ZTA counter 15.2, procasp7 counter 4.7, MEP2-GFP yeast 107.1, EBNA-1 inhibitor 0.1, LAP4-GFP MLPCN 102.2, RPL19A-GFP yeast 104.4, AHR act 50.0* and proCasp3 act 0.3.
For O=C1CSC(c2ccccc2)N1c1ccccc1F (stereo not given) the results were ZTA counter -2.6, procasp7 counter 3.6, MEP2-GFP yeast 104.5, EBNA-1 inhibitor 3.3, LAP4-GFP MLPCN 98.5, RPL19A-GFP yeast 101.5, AHR act -1.9 and proCasp3 act -3.0.
For Cn1c(SCC(=O)NCC2CCCO2)nnc1-c1ccco1 (stereo not given) the results were ZTA counter 2.9, procasp7 counter 4.5, MEP2-GFP yeast 99.0, LAP4-GFP MLPCN 99.7, RPL19A-GFP yeast 98.1, AHR act -2.1 and proCasp3 act 6.9.

In the list so far, three contain bromine:
`O=C(COC(=O)Cc1ccsc1)Nc1ccc(Br)cc1` gave ZTA counter -6.0, procasp7 counter 0.4, MEP2-GFP yeast 91.6, LAP4-GFP MLPCN 96.0, RPL19A-GFP yeast 95.7, AHR act 5.1 and proCasp3 act -0.5.
`Nc1nnc(COc2ccc(Br)cc2Br)s1` gave ZTA counter 6.0, procasp7 counter 12.6, MEP2-GFP yeast 95.2, EBNA-1 inhibitor 0.7, LAP4-GFP MLPCN 97.2, RPL19A-GFP yeast 94.8, AHR act 5.1 and proCasp3 act 1.2.
Screening Brc1ccc(-c2csc3[n+]2CCCCC3)cc1 returned ZTA counter -8.6, procasp7 counter -18.1, MEP2-GFP yeast 97.7, EBNA-1 inhibitor 11.4, LAP4-GFP MLPCN 125.9, RPL19A-GFP yeast 93.5, AHR act 0.8 and proCasp3 act -21.3.

No enrichment for hits, and some 3.8% of all compounds hit somewhere here.
